Source: PubChem
WRN inhibitor: qHTS for Inhibitors of WRN Helicase; Potency, µM (series often up to 114 µM), without a hit: top-dose activity change, negative = inhibition, hits mostly inhibitors; 360,000 tested, 0.46% active; WRN helicase unwinding, fluorescent forked duplex, kinetic; Bifunctional 3'-5' exonuclease/ATP-dependent helicase WRN (Homo sapiens), Q14191; also: potency is read from the fitted curve at half-maximal effect; % is scaled to controls: 0 for no effect and ±100 for the full control effect; nearly all actives have a fitted effect of over 55% in size
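Fluorescence dequenching readout, ex 525 nm/em 598 nm, kinetic mode: forked duplex DNA (100 nM final) with adjacent fluorophore and quencher unwound by WRN (20 nM final) with 2 mM ATP. Compound preincubation 15 min, room temperature.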
PLK1 PBD inh: qHTS for Inhibitors of PLK1-PDB (polo-like kinase 1 - polo-box domain): Primary Screen; Serine/threonine-protein kinase PLK1 (Homo sapiens), P53350; Plk1 PBD binding of FITC phosphopeptide, fluorescence polarization; Potency, µM, inactives show max response, negative = inhibition, hits mostly inhibitors; 360,000 tested, 2.8% active; also: potency is read from the fitted curve at half-maximal effect; series mostly up to about 57 µM; % is scaled to controls: 0 for no effect and ±100 for the full control effect; nearly all actives have a fitted effect of over 65% in size
EPAC1 antag: qHTS for Antagonist of cAMP-regulated guanine nucleotide exchange factor 3 (EPAC1): primary screen | Rap guanine nucleotide exchange factor 3 (Homo sapiens), O95398 | Potency, µM (doses to about 115 µM), for inactives: top-dose activity change, negative = inhibition, actives largely listed as inhibitors | AID 720709, 2013 | EPAC1 GEF assay, Rap1b-BODIPY-GDP exchange fluorescence | 360,000 tested, 0.14% active;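 also: potency is read from the fitted curve at half-maximal effect; plate controls were vehicle for no effect and positive control for full effect; nearly all actives have a fitted effect of over 50% in size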
Target sequence (O95398 whole entry, looked up): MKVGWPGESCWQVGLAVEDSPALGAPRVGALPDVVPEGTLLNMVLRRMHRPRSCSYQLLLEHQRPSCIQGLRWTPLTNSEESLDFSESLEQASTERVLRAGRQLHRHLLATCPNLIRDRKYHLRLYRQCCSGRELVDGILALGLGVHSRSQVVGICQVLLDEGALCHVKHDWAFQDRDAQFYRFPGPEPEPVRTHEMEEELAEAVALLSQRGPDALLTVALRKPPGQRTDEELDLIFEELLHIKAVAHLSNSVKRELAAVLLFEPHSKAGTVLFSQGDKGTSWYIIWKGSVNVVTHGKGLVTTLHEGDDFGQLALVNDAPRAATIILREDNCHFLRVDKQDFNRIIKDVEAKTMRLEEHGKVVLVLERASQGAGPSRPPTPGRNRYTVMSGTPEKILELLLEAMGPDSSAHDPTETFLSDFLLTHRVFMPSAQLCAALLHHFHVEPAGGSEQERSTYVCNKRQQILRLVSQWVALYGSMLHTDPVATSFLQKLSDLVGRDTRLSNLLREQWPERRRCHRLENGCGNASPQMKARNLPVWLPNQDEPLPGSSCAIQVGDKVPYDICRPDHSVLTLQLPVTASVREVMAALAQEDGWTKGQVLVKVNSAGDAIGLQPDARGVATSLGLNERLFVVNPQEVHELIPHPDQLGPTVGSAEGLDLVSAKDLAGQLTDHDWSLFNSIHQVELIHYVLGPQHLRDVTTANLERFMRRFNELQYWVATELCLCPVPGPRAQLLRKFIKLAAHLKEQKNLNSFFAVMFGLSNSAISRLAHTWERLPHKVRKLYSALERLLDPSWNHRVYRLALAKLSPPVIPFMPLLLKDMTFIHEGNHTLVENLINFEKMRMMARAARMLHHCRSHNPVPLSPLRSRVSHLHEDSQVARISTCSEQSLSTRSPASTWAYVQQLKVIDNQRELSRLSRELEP
EPAC2 antag: qHTS for Antagonist of cAMP-regulated guanine nucleotide exchange factor 2 (EPAC2): primary screen; Potency, µM (series often up to 114 µM), for the others: at the top dose activity, negative = inhibition, actives largely listed as inhibitors; EPAC2 GEF exchange of Rap1B-BODIPY-GDP, fluorescence; 360,000 tested, 0.18% active; Rap guanine nucleotide exchange factor 4 (Homo sapiens), Q8WZA2; also: potency is read from the fitted curve at half-maximal effect; % is scaled to controls: 0 for no effect and ±100 for the full control effect; nearly all actives have a fitted effect of over 45% in size; many of its hits are not listed in these tables
MmCpn inh: Inhibitors of TCP-1 ring complex (TRiC) of Methanococcus maripaludis (MmCpn): qHTS; 330,000 tested, 0.031% active; Chaperonin Mm-Cpn (Methanococcus maripaludis); AID 504842, 2011; Potency, µM (highest dose often 76.9 µM), for the others: top-dose activity, negative = inhibition, actives largely listed as inhibitors; purified Mm-Cpn ATPase, ADP Transcreener TR-FRET; also: potency is read from the fitted curve at half-maximal effect; % is scaled to controls: 0 for no effect and ±100 for the full control effect; nearly all actives have a fitted effect of over 80% in size
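Measured: ADP formation by purified Mm-CPN. Conditions: 25 nM protein, 10 uM ATP, Tris pH 7.4 with Mg2+, K+ and DTT, 37°C for 30 min. Detection: Transcreener HTRF after 30 min at room temperature.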
PI5P4Ka inh: qHTS for Inhibitors of phosphatidylinositol 5-phosphate 4-kinase (PI5P4K); Phosphatidylinositol 5-phosphate 4-kinase type-2 alpha (Homo sapiens), P48426; PI5P4Kalpha enzyme, ADP-Glo luminescence, 60 min; stronger effect = lower value; max response, %; 330,000 tested, 1.2% active; active = max response of -50% or lower; inconclusive = between -30% and -50%; inactive = -30% or higher; also: value at the top dose of about 77 µM; % is scaled to controls: 0 for no effect and ±100 for the full control effect
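Controls without substrate or without enzyme flank wells where PI5P4Kalpha converts substrate using 5 microM ATP (final). Incubation lasts 60 minutes at room temperature; ADP formed is read by ADP-Glo luminescence.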
EPAC1 agonist: qHTS for Agonist of cAMP-regulated guanine nucleotide exchange factor 3 (EPAC1): primary screen; Rap guanine nucleotide exchange factor 3 (Homo sapiens), O95398; EPAC1 agonist qHTS, biochemical assay; response scale: 100% = response to 6.5 mM cAMP; Potency, µM (top dose mostly 154 µM), for inactives: at the highest dose activation, most hits filed as activators; 360,000 tested, 0.073% active; also: potency is read from the fitted curve at half-maximal effect; nearly all actives have a fitted effect of over 60% in size
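Nucleotide exchange by EPAC1 (100 nM) on Rap1B–BODIPY-GDP (250 nM) in the presence of 50 uM GDP is tracked fluorescently at 480/540 nm over 30 min. Signals are normalized to a 6.5 mM cAMP control.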
CCT chaperon mod: High-Throughput Screening for Modulators of Cytosolic Chaperonin Activity. activity change, % (test concentration not listed), hits read low. AID 651819, 2012. 360,000 tested, 0.3% active. purified chaperonin ATPase assay, HTRF ADP detection, 30 min; in the data active = activity change below about -30%; also: % is scaled to controls: 0 for no effect and ±100 for the full control effect
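TRiC at 40 or 20 nM final (batch-dependent) in 30 mM Tris pH 7.4, 100 mM KCl, 5 mM MgCl2, 1 mM DTT, with compound at single 76 uM and 10 uM ATP, 30 min at 37 deg C. ADP detected by HTRF Transcreener, 665/615 ratio.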
* marks the source's active call; other numbers are inactive results; ? = inconclusive; . = not tested or not shown; [ ] = another dose, or the depositor's remark. Unless noted, calls follow the shape of the dose curve; as a rule, active = well fitted curve in the direction sought with a large enough effect; inconclusive = small, poorly fitted or top-dose-only effect, or another doubt; inactive = no such curve, though single readings can be large; an effect the other way counts as inactive or inconclusive.

SMILES | WRN inhibitor | PLK1 PBD inh | EPAC1 antag | EPAC2 antag | MmCpn inh | PI5P4Ka inh | EPAC1 agonist | CCT chaperon mod
Cc1ccccc1-n1c(C)cc(/C=N/NC(=O)c2ccc(CN3CCOCC3)cc2)c1C | -13% | -15% | -12% | -4% | -1% | . | 7% | -1.4
CC(C)CC(C(=O)Nn1cnnc1)N1C(=O)c2ccccc2C1=O (stereo not given) | -2% | -10% | 6% | -2% | 1% | . | 0% | -1.1
CCOC(=O)CCCSc1nc(-c2ccc3c(c2)OCO3)cc(C(F)(F)F)c1C#N | 7% | -2% | -24% | -1% | -8% | -2 | -3% | -5.4
Cc1ccccc1OCC(O)CN1CCN(CC(O)COc2ccccc2C)CC1 (stereo not given) | 9% | 3% | -11% | 5% | 1% | -6 | 2% | -1.8
Clc1ccc(-c2ccc(C=Nc3ccc(N4CCOCC4)cc3)o2)c(Cl)c1 | -3% | -7% | -24% | 6% | 1% | -26 | -8% | 2.0
O=C1CSC(=S)N1c1ccc(F)c(Cl)c1 | -1% | ? | -1% | -4% | -1% | 2 | 12% | -4.6
CC(C)(C)C(=O)Nc1ccc(-c2cn3ccsc3n2)cc1 | 7% | 5% | 1% | -1% | -10% | -5 | 6% | 0.1
NCCCSC1=NCCCN1 | -3% | 1% | 5% | 6% | -1% | . | -4% | -2.5
COc1nsnc1NS(=O)(=O)c1ccc(NC(=S)NC(=O)c2ccncc2)cc1 | -10% | -12% | -15% | -10% | -2% | -2 | -4% | 0.3
O=C(c1ccccc1)c1cc[n+]([O-])cc1 | 5% | -4% | 1% | 6% | 1% | -2 | 3% | -1.3
Cc1cc(S(=O)(=O)N(Cc2ccc(F)cc2)CC2CCCO2)ccc1-n1cnnn1 (stereo not given) | -7% | -2% | -9% | -5% | 1% | . | -1% | -1.3
CC(=O)NC(CC(C)C)C(=O)NC(Cc1ccccc1)C(=O)CCl (stereo not given) | -4% | -7% | -12% | 6% | . | -1 | 2% | -4.0
CCCC(c1nnnn1CS(=O)(=O)c1ccc(C)cc1)N1CCN(c2ccccc2)CC1 (stereo not given) | 6% | -2% | -4% | -1% | -5% | -5 | 4% | -1.7
N/C(=N\c1nc2ccccc2o1)NC(=O)c1ccc(F)cc1 | -1%[57.1 µM] | -9% | -2% | 2% | -1% | 1 | -10% | -4.3
CCN(CC)CCCNC(=O)c1cn(CC)c2ccc(S(=O)(=O)N3CCc4ccccc4C3)cc2c1=O | 4% | 3% | 4% | -3% | -1% | -1 | -1% | 1.7
CC(C)=NNC(=O)CN1C(=O)NC2NC(=O)NC21 (stereo not given) | 11% | -4% | 7% | 5% | 1% | -1 | 13% | -3.0
CN(C)C(=O)c1c(NC(=O)c2ccccc2)sc2c1CCC2 | 16% | -10% | -6% | 12% | 0% | -9 | 0% | 0.0
OCC1(CCOc2ccccc2)CCN(CC2=Cc3cc(Cl)ccc3OC2)CC1 | -16% | -14% | -24% | -11% | -3% | 28 | 3% | 3.1
COc1ccc(CN2CCCC(C(=O)N3CCCC3)C2)cc1 (stereo not given) | 1% | 1% | -1% | 3% | 0% | -3 | 0% | -0.1
COc1ccc(S(=O)(=O)NCC2CCCO2)cc1C(=O)O (stereo not given) | 3% | -11% | -6% | 1% | -3% | 9 | 13% | -0.2
Cc1ccc(Nc2ncnc3c2cnn3C)cc1 | -12% | -13% | 0% | -7% | 1% | . | 1% | 0.8
COc1ccc(OC)c(CNC(=O)CCC(=O)N2Cc3cccc(OC)c3Oc3ncccc32)c1 | 1% | -1% | -3% | 0% | -4% | -1 | -1% | -1.0
Cc1ccc(NS(=O)(=O)c2cccc(C(=O)NCC(c3ccc(F)cc3)N3CCOCC3)c2)cc1 (stereo not given) | -8% | -5% | -22% | -11% | 2% | 2 | 3% | -1.1
Cn1c(=O)c2c(nc(-n3ccnc3)n2Cc2ccc(Cl)cc2Cl)n(C)c1=O | -13% | -3% | 8% | 13% | 1% | . | -7% | 1.5
COc1ccc(-c2nc(CS(=O)(=O)CC(=O)NCc3ccc4c(c3)OCO4)c(C)o2)cc1 | -10% | -15% | -4% | -25% | -3% | -1 | -8% | -1.1

The listing continues.
SMILES | WRN inhibitor | PLK1 PBD inh | EPAC1 antag | EPAC2 antag | MmCpn inh | PI5P4Ka inh | EPAC1 agonist | CCT chaperon mod
COc1ccc(Nc2ncnc3c2cnn3Cc2ccccc2)cc1 | -19% | -7% | -25% | -15% | 0% | . | 16% | 1.6
CCC1CCCCN1C(=S)NC(=O)c1cc(S(=O)(=O)N2CCOCC2)ccc1C (stereo not given) | -2% | -9% | -9% | 3% | -25% | 3 | 4% | 0.0
COc1ccc(NC(=O)COC(=O)CNC(=O)C2CCCCC2)cc1OC | -19% | -2% | 2% | 13% | -14% | 3 | -4% | 0.5
CC(C)(C)SCCNC(=O)c1ccc(Cl)c(S(=O)(=O)N2CCOCC2)c1 | -2% | -1% | -3% | 0% | . | 1 | 1% | 1.2
CCN(c1ccccc1)S(=O)(=O)c1ccc(C(=O)Nc2nnc(-c3ccco3)o2)cc1 | 0% | ? | -20% | -25%[57.1 µM] | 0% | -28 | 3% | -0.2
CCCC(=O)Nc1nnc(SCC(=O)Nc2nc(C)cs2)s1 | 14% | -5% | 0% | 21% | -7% | -17 | -2% | 0.8
Cc1ccc(S(=O)(=O)N2CCC(=O)N2)cc1 | -8% | -2% | -5% | -7% | 3% | -3 | -5% | 2.7
CC1=C(C(=O)Nc2ccccn2)C(c2ccc(N(C)C)cc2)n2ncnc2N1 (stereo not given) | 1% | -8% | -3% | -2% | -2% | . | 8% | -2.6
Cc1ccc(NC(=O)Cn2nnc(-c3ccc4c(c3)OCO4)n2)cc1F | ? | -3% | ? | 0% | 0% | 2 | -2% | -0.2
CCN(CC)CCNC(C(=O)Nc1cccc(C(C)=O)c1)c1ccccc1 (stereo not given) | -8% | -2% | -22% | 6% | 1% | 6 | -2% | -3.0
COc1ccccc1Cn1c(=S)[nH]c2cc(C(=O)NCCN(C)C)ccc2c1=O | -8% | -13% | -8% | -9% | -1% | 3 | 4% | 2.4
Cc1ccc(S(=O)(=O)NCCn2nc(C)cc2C)cc1 | 8% | -9% | 6% | 1% | 1% | 4 | 2% | -1.1
COC(=O)c1cc(C)cc(=O)o1 | 5% | 4% | -4% | 1% | -1% | -4 | 20% | 1.9
O=C(Nc1ccccc1)NC1CC2CCC(C1)N2Cc1nnnn1Cc1ccc2c(c1)OCO2 (stereo not given) | 1% | -6% | -3% | 4% | 3% | . | -4% | -0.1
C(=C\c1ccccc1)/C=N/N1CCN(c2ccccn2)CC1 | -9% | 3% | 0% | -1% | -1% | 2 | -3% | -1.8
COCCn1c(NCc2ccco2)nc2c1c(=O)[nH]c(=O)n2C | 7% | -14% | 2% | 16% | 1% | 1 | -4% | 1.1
CCOC(=O)c1cn2nc(Oc3ccc(OC)cc3)ccc2n1 | -14% | -1% | -13% | -2% | 1% | 6 | 6% | -0.7
COc1ccc(C)cc1N(CC(=O)N1CCCCCC1)S(=O)(=O)c1ccccc1 | 2% | 3% | 11% | 1% | 2% | -9 | -8% | -0.1
CC(C)CCNc1nc(N2CCCC2)c2c(c1C#N)CCN(C)C2 | 0% | -7% | -8% | -4% | -1% | 0 | 0% | -0.1
CC(C)[C@H](NC(N)=O)C(=O)NCCc1ccc(Cl)cc1 | 0% | -21% | -30% | 1% | 2% | -4 | 3% | -0.3
COC(=O)c1ccc(NC(=O)COc2ccc(S(=O)(=O)N3CCCCC3)cc2)cc1 | -7% | -8% | 0% | -3% | 1% | . | 2% | -2.5
O=C(NCC(=O)N(c1ccccc1F)C(C(=O)NC1CCCC1)c1ccco1)c1ccco1 (stereo not given) | -1% | -16% | -8% | 3% | -6% | 0 | 1% | 0.9
CCN(CC)C(=O)C1=C(C)N(Cc2ccc(OC)cc2)C(=O)C(CC(=O)NCCCN(C)C)C1 (stereo not given) | -2% | 3% | -3% | 9% | . | 7 | -13% | 1.3
O=C(Cc1ccc([N+](=O)[O-])cc1)N1CCCc2ccccc21 | -1%[57.1 µM] | ? | -13% | 4% | 2% | 3 | -12% | -1.0
Cc1c(NC(=O)c2cc(-c3ccc(Cl)cc3)on2)c(=O)n(-c2ccccc2)n1C | 1% | ? | 11% | 2% | 4% | -3 | 10% | -3.7

Continued:
SMILES | WRN inhibitor | PLK1 PBD inh | EPAC1 antag | EPAC2 antag | MmCpn inh | PI5P4Ka inh | EPAC1 agonist | CCT chaperon mod
CCOC(=O)c1c(C)oc2ccc(OC(=O)N3CCOCC3)cc12 | -10% | -1% | 9% | 14% | -18% | . | -4% | 2.4
CCn1ccnc1CNC(=O)CC1C(=O)NCCN1Cc1ccc(F)cc1Cl (stereo not given) | -3%[57.1 µM] | -21% | 15% | 1% | 0% | 11 | 10% | -4.3
COc1ccc(C(=O)NC2=NCCS2)c(OC)c1 | 7% | -8% | -13% | 15% | -1% | -2 | 4% | -1.4
CC1(C)Cc2ccccc2C(=NCCCC(=O)O)N1 | -2% | -1% | 16% | 3% | -3% | . | 7% | -4.2
CCn1ncc(S(=O)(=O)N2CCN(c3cccc(OC)c3)CC2)c1C | -31% | -2% | -10% | 1% | 0% | 6 | 7% | -2.4
Clc1cccc(Oc2cnns2)c1Cl | -14% | 3.4µM* | 20% | 19% | 1% | ? | -2% | 0.9

Only PI5P4Ka inh (2 entries from above):
| SMILES | PI5P4Ka inh |
| --- | --- |
| CCOC(=O)CCCSc1nc(-c2ccc3c(c2)OCO3)cc(C(F)(F)F)c1C#N | -2 |
| Cc1ccccc1OCC(O)CN1CCN(CC(O)COc2ccccc2C)CC1 (stereo not given) | -6 |

Only part of the results is shown, so the mix of outcomes need not match the whole.
